# inhibitors of VEEV: inhibitors of VEEV TC-83 cytopathic effect, confirmation, Vero cells (AID 588727); Vero cells, VEEV TC-83 cytopathic effect inhibition; higher % means a stronger effect; inhibition, % at 20 µM; hits with a dose series show IC50 in µM; hit rate 0.13% among 350,000; in the data active means a potency from the dose series; inconclusive means inhibition mostly from about 14% at the one dose, without a potency; inactive means the rest, 99 in 100 with inhibition below about 12%; further: strong numbers were not always called active
# H37Rv inhibition: M. tuberculosis growth inhibition, HTS (AID 449762) | M. tuberculosis H37Rv growth inhibition, 7H9 media; higher % means a stronger effect | hit rate 0.59% among 330,000 | inhibition, % at 25 µM, or IC50 in µM where a hit was titrated; in the data active means a potency from the dose series; inconclusive means inhibition above about 70% without an active follow-up result;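 further: bacterial growth assessed after seven days of incubation; strong numbers were not always called active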
# PhoP GFP inhibition: PhoP regulon inhibitors, Salmonella typhi PhoP promoter GFP reporter, confirmatory (AID 1850); Salmonella Typhi PhoP-promoter GFP reporter, fluorescence, 4 h; higher % means a stronger effect; one-dose inhibition, % at 50 µM; IC50 in µM for titrated hits; hit rate 0.33% among 310,000; in the data active means a potency from the dose series; inconclusive means inhibition mostly from about 25% at the one dose, without a potency; inactive means the rest, 99 in 100 with inhibition below about 19%;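 further: 0% = induced wells with vehicle and 100% = uninduced wells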
# influenza NS1A: H1N1 influenza NS1A inhibitors, functional cell based assay (AID 504329) | hit rate 0.3% among 340,000 | NS1A functional cell-based assay, percent inhibition; higher % means a stronger effect | inhibition, % at 12.5 µM, or IC50 in µM where a hit was titrated; in the data active means a potency from the dose series; inconclusive means inhibition above about 27% without an active follow-up result; further: strong numbers were not always called active
# M. tuberculosis: growth inhibition of non-replicating M. tuberculosis (AID 488890); Mycobacterium tuberculosis non-replicating, growth inhibition; higher % means a stronger effect; one-dose inhibition, % at 25 µM; IC50 in µM for titrated hits; hit rate 0.39% among 320,000; in the data active means a potency from the dose series; inconclusive means inhibition mostly from about 82% at the one dose, without a potency; inactive means the rest, 99 in 100 with inhibition below about 76%;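 further: plate controls were DMSO cells for no effect and high antibiotic wells for full effect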
# inhibitors of VEEV 10K pilot screen: recorded beside inhibitors of VEEV, whose call it bears; inhibition, %; measured here: 10K pilot screen inhibition
# Numbers without * were called inactive; i = inactive; ? = inconclusive; / = no result given.
SMILES,inhibitors of VEEV,H37Rv inhibition,PhoP GFP inhibition,influenza NS1A,M. tuberculosis,others
CC(Nc1ccccc1N1CCCCC1)C(=O)N1CCc2ccccc21 (stereo not given),3.8%,5%,8%,7%,40%,
CC(C)C(Nc1ccc(S(=O)(=O)N2CCOCC2)cc1[N+](=O)[O-])C(=O)O (stereo not given),0.1%,-2%,-11%,3%,-17%,
COc1cccc(-c2nc(NC(C)(C)C)c3ccccc3n2)c1O,4.9%,6%,0%,13%,13%,
CC(NC(=O)COc1ccccc1)C1COc2ccccc2O1 (stereo not given),1.0%,2%,-14%,-8%,14%,
CCNc1nc(NCC)n2c(SCC(=O)Nc3ccc(OC)c(OC)c3)nnc2n1,2.2%,-9%,6%,-4%,-30%,
CCCN(CC(=O)Nc1ccc(F)c(F)c1F)C(=O)Cc1ccc(OC)c(S(=O)(=O)N2CCOCC2)c1,6.4%,/,/,-1%,/,
CC1=NC(=O)C(N=Nc2cccc(C(=O)O)c2)N1c1ccccc1 (stereo not given),0.1%,21%,-8%,20%,12%,
COc1ccc(S(=O)(=O)N(C)C)cc1NC(=O)c1ccc(OCC(=O)N2CCOCC2)c(OC)c1,6.3%,8%,1%,-11%,6%,
O=C(/C=C/c1cccc(Cl)c1)Nn1c(-c2cccs2)nc2ccccc2c1=O,8.5%,5%,2%,-1%,-7%,
NC(=O)C1CCN(C(=O)COc2ccc(S(=O)(=O)NCc3ccccc3)cc2Cl)CC1,0.7%,-1%,1%,-7%,-13%,
Cc1c(OC(=O)CNC(=O)OC(C)(C)C)ccc2c3c(c(=O)oc12)CCC3,i,-11%,-8%,1%,70%,
CCC1(CC)NC(=O)N(CC(=O)OC(C)C(=O)Nc2ccccc2OC)C1=O (stereo not given),0.1%,-2%,2%,-4%,-2%,
O=c1[nH]nc(Cc2ccc(Cl)cc2)c2ccccc12,i,-5%,2%,5%,1%,
Brc1ccc(OCCn2ccnc2)cc1,1.3%,-1%,6%,-7%,65%,
CC1CCc2c(sc(/N=C/c3ccco3)c2C(N)=O)C1 (stereo not given),1.2%,-8%,-1%,0%,2%,
COc1ccc(C(=O)C2CCCN(Cc3ccc(C)s3)C2)c(OC)c1 (stereo not given),1.2%,5%,-11%,0%,25%,
O=C(CCS(=O)(=O)c1ccc(F)cc1)Nc1nc(-c2ccncc2)cs1,11%,32%,0%,-5%,?,
CCOc1ccc(C(=O)NCCc2ccccc2)cc1,1.2%,-7%,-1%,5%,18%,
CCOC(=O)c1[nH]c(C)c(C(=O)OCC(=O)N(C)C2CCS(=O)(=O)C2)c1C (stereo not given),2.1%,-3%,-4%,-2%,-14%,
C/C=C/C=C/C(=O)Nc1cccc(C2=NOC3(C2)C[C@H](C(N)=O)N(C(=O)CC(c2ccccc2)c2ccccc2)C3)c1 (stereo not given in full),/,27%,-1%,/,30%,
CC1(C)C(=O)Nc2ccccc2N1C(=O)COC(=O)CNS(=O)(=O)c1ccc(Br)cc1Cl,1.1%,/,/,-15%,/,
Cc1ccc(N2C(=O)C3ON(c4ccccc4)C(CC(C)C)C3C2=O)cc1 (stereo not given),1.1%,-13%,7%,-18%,-15%,
CCOC(=O)[C@H]1[C@H]2COc3ccc(Br)cc3[C@@H]2N2C(=O)[C@H](C)NC(=O)[C@@]12C,i,-7%,/,-28%,8%,
CCOC(=O)c1c(COC(=O)c2ccco2)nc2ccccc2[n+]1[O-],0.4%,2%,5%,-5%,-5%,
CCn1c(=O)c2ccccc2n(Cc2cccc([N+](=O)[O-])c2)c1=O,0.2%,4%,2%,1%,-4%,
N#CCSc1nc(-c2ccccc2)nc2ccccc12,0.3%,6%,5%,-1%,8%,
O=C(CCc1nnc(CCc2ccccc2)o1)NC(c1cccnc1)C(F)(F)F (stereo not given),0.1%,-1%,7%,-10%,-6%,
CN(CC(=O)Nc1ccccc1)CC(=O)Nc1ccc(F)cc1,0.9%,11%,-21%,-4%,45%,
NC(=O)C1CCN(C(=O)CNC(=O)c2ccc(Br)o2)CC1,0.7%,4%,-5%,3%,-7%,
O=C(CC1c2ccccc2Oc2ccccc21)N1CCN(c2ccccn2)CC1,i,-1%,-5%,9%,11%,
O=C(NCC1CCCO1)c1ccccc1-c1nc(-c2ccc(F)cc2)no1 (stereo not given),11%,-1%,4%,-1%,-7%,
CCC1=NN2C(=N)/C(=C/c3ccc(OS(=O)(=O)c4ccccc4)cc3)C(=O)N=C2S1,3.8%,-1%,6%,-7%,25%,
COc1ccc(C(NC(=O)C2C3C=CC(C3)C2C(=O)O)c2ccccc2)cc1 (stereo not given),i,2%,-4%,0%,6%,
Cc1ccc(S(=O)(=O)N2CCCCC2)cc1NC(=O)CCc1nc2ccccc2c(=O)[nH]1,3.2%,-5%,4%,-3%,10%,
Cc1ccccc1-c1nn(-c2ccc(F)cc2F)cc1CNC1CC1,i,4%,8%,/,17%,
Cc1cccc(Sc2ccc([N+](=O)[O-])cc2[N+](=O)[O-])n1,1.5%,20%,-6%,0%,71%,
O=C(NCCc1c[nH]c2ccc(Cl)cc12)c1cccnc1,0.4%,-8%,-1%,-12%,-3%,
CC(C)N1CCN(Cc2cccc3c2OCO3)CC1CCO (stereo not given),0.8%,-1%,-2%,-1%,-6%,
Cn1c(=O)c2[nH]c(N3CCOCC3)nc2n(-c2ccccc2)c1=O,1.1%,-5%,4%,3%,0%,
Nc1ccc(-c2nc3ccc(-c4nc5ccccc5o4)cc3[nH]2)cc1,7.7%,31µM*,-9%,-8%,8%,

# Structures from the list above with two or more sulfur atoms (two):
SMILES,inhibitors of VEEV,H37Rv inhibition,PhoP GFP inhibition,influenza NS1A,M. tuberculosis,others
O=C(CCS(=O)(=O)c1ccc(F)cc1)Nc1nc(-c2ccncc2)cs1,11%,32%,0%,-5%,?,
CCC1=NN2C(=N)/C(=C/c3ccc(OS(=O)(=O)c4ccccc4)cc3)C(=O)N=C2S1,3.8%,-1%,6%,-7%,25%,

# Next results follow.
SMILES,inhibitors of VEEV,H37Rv inhibition,PhoP GFP inhibition,influenza NS1A,M. tuberculosis,others
COc1ccccc1OCc1nnc(SCC(=O)c2cc(Cl)ccc2OC)o1,13%,6%,-1%,5%,-3%,
CCCCc1ccc(CC2S/C(=C(\C#N)C(=O)N3CCOCC3)N(c3ccccc3)C2=O)cc1 (stereo not given),6.2%,2%,5%,-4%,29%,
O=C(CCNC(=O)c1ccc(Cl)cc1)Nc1ccccc1N1CCCCC1,6.9%,5%,8%,-4%,13%,
Cc1cc(C(C2C(=O)CC(C)(C)CC2=O)C2C(=O)CC(C)(C)CC2=O)cc(C)c1OC(F)F,3.6%,6%,-2%,13%,?,
CCC(=O)Nc1ccc(Nc2ccccc2)cc1,1.9%,10%,9%,3%,44%,
CN(C(=O)COC(=O)CSc1ccc([N+](=O)[O-])cc1)C1CCS(=O)(=O)C1 (stereo not given),0.3%,38%,6%,-2%,5%,
CCOC(=O)C1CCCN(CC(O)COc2cccc(C)c2)C1 (stereo not given),2.3%,-4%,-7%,-14%,-11%,
C#Cc1ccc([C@@H]2C=C(C(=O)Nc3ccccc3)O[C@H](OCC)[C@H]2CCCO)cc1,10%,1%,2%,-10%,20%,
Cc1nccn1CCc1nc(N)nc(N)n1,3.9%,-8%,-6%,29%,-1%,
COc1cc(/C=N/NS(=O)(=O)c2ccc(C)c([N+](=O)[O-])c2)cc([N+](=O)[O-])c1O,0.8%,4%,-2%,-2%,17%,

# Quoted at random: six records from the list
SMILES,inhibitors of VEEV,H37Rv inhibition,PhoP GFP inhibition,influenza NS1A,M. tuberculosis,others
Cc1nccn1CCc1nc(N)nc(N)n1,3.9%,-8%,-6%,29%,-1%,
COc1cc(/C=N/NS(=O)(=O)c2ccc(C)c([N+](=O)[O-])c2)cc([N+](=O)[O-])c1O,0.8%,4%,-2%,-2%,17%,
Cc1cc(C(C2C(=O)CC(C)(C)CC2=O)C2C(=O)CC(C)(C)CC2=O)cc(C)c1OC(F)F,3.6%,6%,-2%,13%,?,
CCCCc1ccc(CC2S/C(=C(\C#N)C(=O)N3CCOCC3)N(c3ccccc3)C2=O)cc1 (stereo not given),6.2%,2%,5%,-4%,29%,
O=C(CCNC(=O)c1ccc(Cl)cc1)Nc1ccccc1N1CCCCC1,6.9%,5%,8%,-4%,13%,
C#Cc1ccc([C@@H]2C=C(C(=O)Nc3ccccc3)O[C@H](OCC)[C@H]2CCCO)cc1,10%,1%,2%,-10%,20%,

# (next part)
SMILES,inhibitors of VEEV,H37Rv inhibition,PhoP GFP inhibition,influenza NS1A,M. tuberculosis,others
COCCN(C(=O)CCc1nnc(CCc2c[nH]c3ccccc23)o1)C(C)C,0.7%,9%,-3%,0%,-8%,
O=C(CSc1nnc(CNC(=O)C23CC4CC(CC(C4)C2)C3)n1-c1ccccc1)Nc1ccccc1,1.4%,4%,-9%,-5%,6%,
CC1=C(C(=O)OCc2ccccc2)C(c2ccccc2-c2ccccc2)NC(=O)N1CCCCCC(=O)O (stereo not given),7.0%,4%,-10%,7%,5%,
CC12CCC(=O)N1C(C(=O)NNC(=O)c1ccc(Cl)cc1)CS2 (stereo not given),0.8%,5%,/,-18%,-8%,
Cc1ccc(C2C3=C(CC(C)(C)CC3=O)OC3=C2C(=O)CC(C)(C)C3)cc1,i,-4%,-7%,13%,-3%,
Nc1c(C(=O)CCC(=O)O)oc2ccc(Cl)cc12,0.8%,-2%,6%,7%,16%,
O=C(COc1ccc2c(-c3ccccc3)cc(=O)oc2c1)NCCCn1ccnc1,7.3%,-9%,2%,11%,14%,
CC(=O)Nc1ccc(NC(=O)C(C)OC(=O)C2(c3ccc(F)cc3)CCCC2)cc1 (stereo not given),1.5%,1%,3%,2%,-6%,
CC(=O)NCCC(=O)Nc1nc(-c2cccs2)c(-c2cccs2)s1,0.8%,-1%,6%,-4%,15%,
Cc1c(-c2nnc(SCC(=O)O)n2-c2ccccc2Br)nnn1-c1ccccc1,0.8%,6%,1%,5%,-12%,
O=C(COC(=O)C1CC2CCCC(C1)C2=O)NNC(=O)c1ccccc1F (stereo not given),0.9%,9.5µM*,-5%,-12%,-1%,
COc1ccc2c(c1)C=CC1(O2)N(CCO)c2ccccc2C1(C)C (stereo not given),i,-12%,3%,0%,-5%,
c1ccc(Cn2c[n+](Cc3ccccc3)cn2)cc1,i,-4%,2%,15%,2%,
Cc1ccc(C)c2[nH]c(=O)c(CN(CC3CCCO3)C(=S)NCc3ccco3)cc12 (stereo not given),8.1%,1%,5%,3%,66%,
CCOC(=O)c1c(C)[nH]c(C(=O)N2CCCC(C(=O)c3cccc(OC)c3)C2)c1C (stereo not given),0.2%,-2%,-7%,5%,6%,
COc1ccc(NS(=O)(=O)c2ccc(NC(=O)c3ccccc3)cc2)nn1,4.2%,-2%,5%,-4%,-11%,
Cc1cc(CNC(=O)[C@H](C)[C@@H]2C[C@@]2(C)[C@@H](NC(=O)OCc2ccccc2)c2ccccc2)nn1C,0.5%,-2%,-4%,3%,10%,inhibitors of VEEV 10K pilot screen=0.5
O=C(CN1CCOCC1)Nc1ccc(Oc2ccc(NC(=O)CN3CCOCC3)cc2)cc1,i,-4%,1%,0%,-1%,
COc1ccc(C(=O)n2nc(-c3ccccc3)nc2SC)cc1,0.5%,/,/,2%,/,
Nc1nc(CN2CCCCC2)cs1,i,-1%,-11%,2%,-8%,
Cc1ccccc1C(=O)NCC(=O)Nc1ccc(C)c(S(=O)(=O)N2CCCCCC2)c1,2.2%,-2%,-6%,-1%,23%,
Cc1ccc(S(=O)(=O)Nc2ccc(C(=O)Nc3ccncc3)cc2)cc1,i,-6%,13%,-8%,-2%,
O=C(CNS(=O)(=O)c1cccc(C(F)(F)F)c1)NC1CCCCCC1,1.3%,3%,/,-5%,4%,
CCN1CCN(c2ccc(NC(=O)c3cccc(S(=O)(=O)N4CCCC4)c3)cc2)CC1,1.2%,10%,/,1%,-4%,
COc1ccc(S(=O)(=O)N(C)CC(=O)N2CCOCC2)cc1,i,7%,-10%,-2%,-7%,
CN(C)c1ccc(C2(O)C(=O)c3ccccc3C2=O)cc1,0.6%,-4%,-10%,-1%,15%,
CS(=O)(=O)N1CCc2cc(-c3csc(NC(=O)C(c4ccccc4)c4ccccc4)n3)ccc21,1.0%,-6%,-7%,0%,4%,
CCOc1cc(C)c(Cl)cc1S(=O)(=O)n1cnc2ccccc21,i,5%,7%,-9%,8%,
O=C(/C=C/c1ccc(Cl)cc1Cl)c1ccc[nH]1,?,2%,-1%,8%,58%,
Nc1nnc(SC2CCCC2)s1,0.5%,3%,1%,-9%,9%,
CCCN(CC(=O)Nc1ccccc1C)C(=O)Cc1cccs1,2.0%,-9%,/,2%,-4%,

# High-throughput results deposited in PubChem by Southern Research Specialized Biocontainment Screening Center.
